# MPTP inh: mitochondrial permeability transition pore inhibitors, primary screen, biochemical, isolated mouse mitochondria, absorbance; Ca2+ swelling absorbance, 30 min; inhibition, % at 10 µM; 360,000 tested, 1.4% active;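 active = inhibition of 50% or more, scaled per plate between neutral and stimulator controls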;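 also: 0% = DMSO wells given calcium and 100% = 1 mM EGTA wells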
# PfG6PD inh: PfG6PD enzyme inhibitors, primary screen, biochemical, fluorescence intensity, uHTS; PfGluPho enzyme, NADPH resazurin-diaphorase fluorescence; inhibition, % at 20 µM; 350,000 tested, 0.78% active; AID 504690, 2011;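 active = inhibition reaching at least a set limit at 20 µM in the primary screen, cut at about 59% in these data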;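 also: 0% = DMSO wells with substrate and 100% = DMSO wells lacking glucose-6-phosphate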
# ATG4B inhibitor: ATG4B protease inhibitors, primary screen, biochemical, fluorescence, uHTS; 340,000 tested, 0.51% active; Cysteine protease ATG4B (Homo sapiens), Q9Y4P1; AID 504462, 2011; inhibition, % at 8.33 µM; ATG4B cleavage of LC3-PLA2, NBD-HPC fluorescence, 1 h; in the data active = inhibition above about 40%
# Target sequence (Q9Y4P1 whole entry, looked up): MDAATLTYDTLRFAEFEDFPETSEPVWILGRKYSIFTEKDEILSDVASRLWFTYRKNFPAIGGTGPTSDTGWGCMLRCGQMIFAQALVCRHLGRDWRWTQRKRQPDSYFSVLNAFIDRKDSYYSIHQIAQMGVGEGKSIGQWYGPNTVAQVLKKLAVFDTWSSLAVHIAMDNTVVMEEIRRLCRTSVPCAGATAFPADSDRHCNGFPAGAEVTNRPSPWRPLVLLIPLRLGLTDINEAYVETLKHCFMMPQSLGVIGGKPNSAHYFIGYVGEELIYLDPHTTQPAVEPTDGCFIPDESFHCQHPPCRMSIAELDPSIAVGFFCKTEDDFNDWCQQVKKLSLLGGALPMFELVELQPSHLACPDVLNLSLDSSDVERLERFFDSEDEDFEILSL
# HKDC1 inhibitor: HKDC1 hexokinase inhibitors, primary screen, biochemical, fluorescence, uHTS | Q2TB90 | recombinant HKDC1, G6PDH/diaphorase resazurin coupled fluorescence | inhibition, % at 20 µM | 340,000 tested, 0.16% active;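 active = inhibition above about 35% when tested at 20 µM, limit read from the data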;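 also: plate controls were DMSO wells with enzyme for no effect and DMSO wells lacking enzyme for full effect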
#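 test system = in-house recombinant HK5 (HKDC1) enzyme | amount = HKDC1 at 5 µg/mL | control set = DMSO-enzyme wells negative, buffer-substituted wells positive | compound = one dose of 20 µM, 1% DMSO | schedule = reaction time 90 min, room temperature, protected from light | technique = resorufin fluorescence at 613 nm | reagent = glucose with 1 mM ATP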
# GRIN3A LBD mod: binders of NR3A ligand-binding domain, primary screen, biophysical, differential scanning fluorimetry, uHTS; Glutamate receptor ionotropic, NMDA 3A (GRIN3A) ligand-binding domain; NR3A LBD differential scanning fluorimetry, Tm shift; 0% = protein alone, 100% = glycine-bound protein; Tm shift relative to glycine control, % at 25 µM; 340,000 tested, 2.5% active; AID 1259313, 2017;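 active = melting temperature shift of at least 10% of the positive control shift, at one fixed dose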
# SENP7 block: SENP7 protease inhibitors, primary screen, biochemical, luminescence, uHTS. Sentrin-specific protease 7 (Homo sapiens), Q9BQF6. recombinant SENP7, Z-RLRGG-aminoluciferin luminescence, 40 min. inhibition, % at 5 µM. 330,000 tested, 1.5% active. AID 434973, 2010;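 active = inhibition above about 50% at the single test dose, limit read from the data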;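 also: plate controls were DMSO with enzyme for no effect and no enzyme buffer wells for full effect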
# SENP6 inh: SENP6 protease inhibitors, primary screen, biochemical, luminescence, uHTS; Sentrin-specific protease 6 (Homo sapiens), Q9GZR1; inhibition, % at 10 µM; 330,000 tested, 1.8% active; Recombinant SENP6 catalytic domain, aminoluciferin luminescence; AID 2599, 2010;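 active = inhibition above about 50% at the single tested dose, limit read from the data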;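 also: plate controls were DMSO wells with enzyme for no effect and DMSO wells lacking enzyme for full effect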
# Target sequence (Q9GZR1 628-1112 limits assumed): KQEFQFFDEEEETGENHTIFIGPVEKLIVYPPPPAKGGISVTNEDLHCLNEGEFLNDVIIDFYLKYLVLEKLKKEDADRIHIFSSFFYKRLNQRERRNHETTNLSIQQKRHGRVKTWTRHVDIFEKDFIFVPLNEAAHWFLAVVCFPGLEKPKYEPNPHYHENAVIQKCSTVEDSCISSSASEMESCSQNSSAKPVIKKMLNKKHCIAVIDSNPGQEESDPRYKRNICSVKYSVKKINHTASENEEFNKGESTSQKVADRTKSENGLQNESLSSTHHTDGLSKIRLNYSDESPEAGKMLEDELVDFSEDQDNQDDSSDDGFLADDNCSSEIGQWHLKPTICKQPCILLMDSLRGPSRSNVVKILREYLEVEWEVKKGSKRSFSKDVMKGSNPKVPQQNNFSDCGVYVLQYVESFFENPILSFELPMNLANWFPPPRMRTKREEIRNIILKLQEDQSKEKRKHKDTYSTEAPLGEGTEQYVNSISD
# SENP8 inh: human SENP8 protease inhibitors, primary screen, biochemical, fluorescence, Nedd8 protein substrate, uHTS | recombinant SENP8 | inhibition, % at 20 µM | 360,000 tested, 0.64% active | AID 602440, 2012; in the data active = inhibition mostly above about 40%, no sharp cut-off; inactive = mostly below about 27%
# Target sequence (Q96LD8 whole entry, looked up): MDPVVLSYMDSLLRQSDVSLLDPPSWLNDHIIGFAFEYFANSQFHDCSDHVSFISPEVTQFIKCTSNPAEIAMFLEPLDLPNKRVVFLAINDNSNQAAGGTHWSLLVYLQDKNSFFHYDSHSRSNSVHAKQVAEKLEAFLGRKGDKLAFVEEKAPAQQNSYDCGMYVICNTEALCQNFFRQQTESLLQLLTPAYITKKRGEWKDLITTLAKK
# An asterisk follows results filed as active; x = no result given.
SMILES,MPTP inh,PfG6PD inh,ATG4B inhibitor,HKDC1 inhibitor,GRIN3A LBD mod,SENP7 block,SENP6 inh,SENP8 inh
CCOC(=O)C1CCN(S(=O)(=O)c2ccc3[nH]c(=O)oc3c2)CC1,-0.9,-39.1,-0.2,-6.2,-1.3,5.9,-6.8,22.2
O=C(COC(=O)/C=C/c1ccc(C(F)(F)F)cc1)NCc1ccco1,-1.3,-2.1,-9.0,-2.6,-3.1,6.2,-4.0,8.1
O=C(Nc1cccc(-c2nc3ncccc3o2)c1)c1ccco1,4.7,-2.4,-13.2,3.5,-0.2,2.4,-16.5,-0.9
Cc1cccc(C(=O)N[C@H](C(=O)Nc2ccc3c(c2)OCO3)C(C)C)c1,-0.2,-1.8,-4.6,-7.5,0.9,0.1,0.8,-1.1
CCN(CC(=O)NCc1ccc(Cl)cc1)CC(=O)Nc1ccc(C(N)=O)cc1,3.9,-8.6,1.5,-5.2,0.1,2.0,-17.2,5.7
Cc1nnc(SC2CC(=O)N(c3ccccc3)C2=O)s1 (stereo not drawn),-1.6,1.9,2.6,-7.5,1.0,-1.4,-0.6,10.3
COc1ccc(NC(=S)NC(=O)c2cncc(Br)c2)cc1,3.1,-3.5,-7.9,-2.3,0.2,5.8,-14.5,8.8
CCC(SC1=N/C(=C/c2ccccc2)C(=O)N1c1ccccc1)C(=O)Nc1cc(C)on1 (stereo not drawn),-2.7,5.0,14.2,-5.5,-5.3,9.2,-13.5,-390.2
CN(C)C(CNc1ncnc2ccccc12)c1c(F)cccc1Cl (stereo not drawn),-0.1,16.3,-7.4,-4.9,2.8,-3.1,1.5,-2.6
O=C1ON=C(c2ccc(Cl)cc2)/C1=C/c1ccc(O)cc1,x,-2.2,0.9,8.5,-6.1,2.6,-3.7,x
Cc1c(C(=O)OCC(=O)NC2CCCCC2)oc2ccccc12,-1.2,-2.0,-11.0,-3.6,1.0,-2.6,2.1,3.8
O=C(O)/C=C/c1ccc(OCc2cccc(F)c2)cc1,0.4,-23.3,-7.4,-8.2,0.8,-8.1,23.4,11.1
CC1CC(NC(=O)/C=C/C(=O)O)CC(C)(C)C1 (stereo not drawn),1.0,-7.7,-4.8,-0.6,2.1,-4.5,-12.7,11.3
CCC(=O)Nc1ccc(NC(=O)/C=C/c2ccc(Cl)cc2)cc1,-0.4,-3.7,6.5,-8.1,19.6*,-6.3,-3.4,22.6
C=CCn1c(=O)c2ccccc2n2nnc(C(=O)OCC)c12,2.7,1.9,-0.3,-2.5,-0.3,-0.5,-13.6,-1.1
CC(=O)N[C@@H](Cc1ccc(O)cc1)CN1C(N)=NC[C@@H]1CC(C)C,0.1,-5.9,5.2,-4.9,-2.3,-6.6,4.7,11.3
COc1cc(NC(=O)COc2ccc(Cl)cc2)ccc1NC(=O)C(C)C,1.5,0.7,-8.0,-6.8,0.0,2.3,1.4,25.0
CC(=O)NC12CC3CC(C1)CC(C(=O)NCc1ccc(C)cc1)(C3)C2,-3.3,-4.0,-10.7,-4.9,-2.2,-2.7,-13.7,1.1
NC(=O)[C@@H]1CCOc2c(F)cc([N+](=O)[O-])cc2C(=O)N[C@@H](CO)C(=O)NCC(=O)N1,0.3,4.8,-5.4,-1.5,-2.1,1.5,2.2,9.1
Cc1ccc(S(=O)(=O)/C(C#N)=C/c2c(N3CCCCC3)nc3ccccn3c2=O)cc1,6.1,4.3,8.7,5.7,-0.1,-5.9,-15.6,-22.7
COc1cc(/C=N/NC(=O)Cc2ccc(Br)cc2)cc(OC)c1O,-0.4,-1.4,-1.6,-0.7,-2.0,-5.9,-9.6,-112.7
Cc1ccc2c(c1)C1CN(C)CCC1N2S(=O)(=O)c1ccc(Oc2ccc([N+](=O)[O-])cc2)cc1 (stereo not drawn),83.1*,-3.2,1.5,4.6,1.7,-3.5,0.4,14.7
O=C(O)c1ccc2c(c1)NC(=O)C(N1CCCC1)S2 (stereo not drawn),-1.9,-7.2,-3.0,-4.0,2.2,-10.1,-7.1,2.6
CCc1ccc(N(C(=O)CNC(=O)c2ccco2)C(C(=O)NCC2CCCO2)c2ccccc2)cc1 (stereo not drawn),-2.0,10.7,-2.4,-5.5,-0.6,-2.5,-4.0,16.5
COc1ccc(S(=O)(=O)N(C)C[C@H]2Oc3ccc(NC(=O)Nc4ccc5c(c4)OCO5)cc3C(=O)N([C@H](C)CO)C[C@@H]2C)cc1,0.0,5.4,-9.8,5.7,-0.7,8.9,-19.4,-2.2

# (further entries)
SMILES,MPTP inh,PfG6PD inh,ATG4B inhibitor,HKDC1 inhibitor,GRIN3A LBD mod,SENP7 block,SENP6 inh,SENP8 inh
COc1ccc(C(=O)COC(=O)CCN2C(=O)[C@@H]3[C@H](C2=O)[C@@H]2C[C@H]3C(Br)C2Br)cc1 (stereo partly drawn),-1.0,10.0,-3.5,-6.0,-3.8,-1.7,-13.2,6.5
O=C1CCCc2c1nn(-c1ccccc1)[n+]2[O-],-0.9,-8.4,2.2,3.0,0.9,6.8,5.2,26.2
CCOc1cc(C2Nc3ccccc3C(=O)N2c2ccccc2OC)ccc1O (stereo not drawn),-0.6,3.7,7.0,4.3,-1.6,4.1,-22.1,-304.0
CCOc1ccc(NCc2cccn2-c2nnc(N3CCC(C(=O)NCCCN4CCCCC4CC)CC3)s2)cc1 (stereo not drawn),-2.1,13.4,3.2,-3.0,5.2,3.0,15.2,6.1
COc1cc(CNCc2ccccc2)cc(Cl)c1OC,1.2,-17.1,-11.5,-7.2,0.1,-5.6,0.1,11.2
Cc1cc(NC(=O)CCC(=O)N(CC(=O)NC2CCCC2)c2ccc3c(c2)OCCO3)no1,-0.7,-1.8,-6.8,1.1,-1.5,-13.8,-12.6,18.6
CC1CCN(CC(=O)Nc2ccccc2Sc2ccccc2)CC1,6.0,6.3,12.2,-0.8,-3.5,0.8,1.2,-2.8
CC12CCC(=O)C=C1C(O)CC1C2CCC2(C)C1CCC2(O)C(=O)CO (stereo not drawn),0.1,-7.5,5.1,-0.8,-0.8,x,x,5.2
CCOc1cc(S(=O)(=O)NCc2ccccc2)ccc1F,-0.9,7.3,1.0,0.7,3.5,13.1,-4.4,15.3
Cc1ccc(C(=O)OCC(=O)NCC(F)(F)F)cc1C,0.2,0.3,-9.9,-0.8,-3.5,-0.2,0.9,17.2
Cc1ccc(S(=O)(=O)N2[C@@H](c3cccc(Cl)c3)C(C(=O)O)=CC[C@H]2c2cccc(C)c2)cc1,-0.4,-14.1,-4.5,1.0,2.7,6.9,-4.6,7.3
Cc1nccn1CCCNC(=O)C1CCC(=O)N(Cc2ccccc2F)C1 (stereo not drawn),-1.4,1.5,-6.5,-3.4,-2.4,-22.8,-12.4,23.2
NC(=S)C1COc2ccccc2O1 (stereo not drawn),2.2,-0.5,0.5,-1.7,-1.0,8.8,-8.5,13.3
O=C(Nc1nnc(SCC(=O)N2CCCc3ccccc32)s1)c1ccc2ccccc2c1,1.6,-19.7,5.9,-1.9,-1.7,-8.5,-14.0,-146.7
CCOc1cc(C(=O)OCC(=O)N(C)c2ccccc2)cc(OCC)c1OCC,0.2,-15.3,12.2,-4.8,0.2,0.3,-4.5,4.9
Cc1ccc(-c2cc(C(=O)Nc3cc(C)on3)no2)cc1,0.3,1.7,-5.2,-11.4,-2.5,0.8,0.5,3.6
CC1(C)Cc2ccccc2C(=NC(Cc2ccccc2)C(=O)O)N1 (stereo not drawn),0.3,0.1,-5.6,0.3,-0.7,-4.1,-9.3,3.4
Cc1ccccc1OCC(=O)OCC(=O)c1ccc[nH]1,0.3,4.2,7.5,2.5,-5.0,3.5,-8.9,-4.9
COc1ccc(N(C)S(=O)(=O)c2cccc(C(=O)N3CCN(Cc4ccc5c(c4)OCO5)CC3)c2)cc1,-1.8,1.1,-11.7,-2.6,8.3,5.0,1.1,-3.5
C#CCN1C(C)=CC(=O)[C@@H](O)[C@H]1c1ccccc1Br,0.3,7.6,-2.3,-4.4,0.9,x,x,-1.2
CNc1snc(C)c1C(=O)OCC(=O)N(C)Cc1ccccc1,-1.6,-5.5,-4.8,-0.9,6.5,-7.1,7.7,6.8
CCCCC(=O)Nc1ccccc1CC,1.8,-11.6,-1.6,1.6,-5.4,7.9,-1.2,15.9
S=C(Nc1ccccc1)N1CCOCC1,0.8,2.7,-0.1,1.5,-1.0,3.6,9.3,2.4
CCC(C)(C)NC(=O)c1ccc(S(=O)(=O)N(C)c2ccccc2OC)cc1,-0.6,-2.8,-15.0,1.9,0.7,0.7,-2.8,14.9
COc1ccc(OC)c(S(=O)(=O)Nc2cc(C(=O)O)ccc2N2CC3CC(C2)c2cccc(=O)n2C3)c1 (stereo not drawn),-0.2,1.5,-12.0,-5.4,0.5,4.2,-0.3,14.7

# Filtered by structure: those above containing two or more sulfur atoms.
SMILES,MPTP inh,PfG6PD inh,ATG4B inhibitor,HKDC1 inhibitor,GRIN3A LBD mod,SENP7 block,SENP6 inh,SENP8 inh
Cc1nnc(SC2CC(=O)N(c3ccccc3)C2=O)s1 (stereo not drawn),-1.6,1.9,2.6,-7.5,1.0,-1.4,-0.6,10.3
O=C(Nc1nnc(SCC(=O)N2CCCc3ccccc32)s1)c1ccc2ccccc2c1,1.6,-19.7,5.9,-1.9,-1.7,-8.5,-14.0,-146.7

# Retrieved one by one from the entries so far:
SMILES,MPTP inh,PfG6PD inh,ATG4B inhibitor,HKDC1 inhibitor,GRIN3A LBD mod,SENP7 block,SENP6 inh,SENP8 inh
CCOc1cc(C2Nc3ccccc3C(=O)N2c2ccccc2OC)ccc1O (stereo not drawn),-0.6,3.7,7.0,4.3,-1.6,4.1,-22.1,-304.0
Cc1nccn1CCCNC(=O)C1CCC(=O)N(Cc2ccccc2F)C1 (stereo not drawn),-1.4,1.5,-6.5,-3.4,-2.4,-22.8,-12.4,23.2
CCCCC(=O)Nc1ccccc1CC,1.8,-11.6,-1.6,1.6,-5.4,7.9,-1.2,15.9

# The listing continues:
SMILES,MPTP inh,PfG6PD inh,ATG4B inhibitor,HKDC1 inhibitor,GRIN3A LBD mod,SENP7 block,SENP6 inh,SENP8 inh
O=C(NC1CCCC1)C(c1cccnc1)N(C(=O)c1csnn1)c1ccc(F)cc1 (stereo not drawn),1.7,6.9,0.9,-6.4,-3.0,3.3,-1.5,12.7
O=C(Nc1cccc(S(=O)(=O)N2CCCCC2)c1)C1COc2ccccc2O1 (stereo not drawn),-0.5,-11.7,-24.2,5.0,-7.6,9.3,-4.1,2.6
Cc1ccc(OCC(=O)NCCCNC(=O)c2ccco2)cc1C,-0.1,13.0,1.8,-2.5,1.0,0.8,13.8,5.5
COc1ccc(CC(=O)N2CCNC2=O)cc1,3.3,-2.5,-4.7,-6.0,-1.6,-0.3,3.2,-1.0
Cc1nn(CC(=O)Nc2ccc(Cl)cn2)c(C)c1[N+](=O)[O-],-0.9,-2.0,3.2,-6.8,1.8,3.7,-8.3,10.6
COc1ccc(N2CSC3=C(C#N)C(c4cccs4)CC(=O)N3C2)cc1 (stereo not drawn),2.0,-1.1,-3.5,-6.4,18.6*,1.1,21.1,10.5
Cc1cccc(C)c1OCC(=O)NCc1nnc(SCC(=O)NC2CCCCC2)n1C,3.3,-18.7,-1.0,-4.1,-1.2,8.9,-6.2,11.9
Cc1c(C(=O)OCC(=O)N2CCCCC2C)oc2ccccc12 (stereo not drawn),-0.9,-8.0,2.6,0.9,-0.4,-0.1,-12.4,13.8
O=C(CN1CCN(c2ccccn2)CC1)Nc1ccc(F)cc1F,-1.6,-14.4,3.9,0.7,1.4,-6.2,-3.8,11.9
Cc1ccc(S(=O)(=O)N2CCCCC2)cc1NC(=O)COC(=O)c1cccn1C,-0.7,4.5,-10.4,-2.3,0.3,6.8,6.3,6.0

# Screening data (PubChem)
